SDO1 yeast rescue: compounds rescuing growth of sdo1-depleted yeast, bone marrow failure model; S. cerevisiae sdo1-depleted JHY4D growth rescue, OD600 30 h; active compounds read high; pdr5 snq2 efflux-pump mutant strain; z-score at 10 µM; hit rate 0.21% among 140,000;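 active means z-score above 3 at both the 24 hr and the 30 hr optical density reads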;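 further: z-score against mean and SD of all compound wells on the same plate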
Insulin prom inh: TRM-6 insulin promoter activity inhibition | TRM-6 cells (human fetal islet line), insulin promoter-eGFP reporter, imaging; reporter expression induced with tamoxifen | inhibition, % at 2 µM | hit rate 0.9% among 130,000 | AID 1273;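 active means inhibition above the mean plus 3 SD, with well images judged a real hit on visual review, cut at about 60% in these data, passing the limit was not always enough; inconclusive means inhibition over the cutoff but images rejected on review; inactive means inhibition not above the cutoff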
SDO1 yeast rescue Rescue 24 h: also measured in SDO1 yeast rescue; calls as there; z-score; S. cerevisiae sdo1-depleted JHY4D growth rescue, OD600; measured here: growth rescue at 24 h;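 0 is the plate mean of compound wells and units are plate SD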
* marks the source's active call; other numbers are inactive results; ? = inconclusive; . = not tested or not shown. Some of the compounds tested, so the mix of outcomes need not match the whole.

SMILES | SDO1 yeast rescue | SDO1 yeast rescue Rescue 24 h | Insulin prom inh
OC(COCC1COc2ccccc2O1)CN1CCN(c2ccc(F)cc2)CC1 (stereo not given) | -0.56 | -1.1 | .
O=C(O)C1C2C=CC(C2)C1C(=O)NC1CCN(Cc2ccccc2)CC1 (stereo not given) | -0.26 | 0.25 | -29
Cc1cc(C)cc(-n2nc(C)cc2N)c1 | 1.6 | 0.33 | 72*
CC1=CC(C)(C)Nc2ccc(OC(=O)CCN3C(=O)c4ccccc4C3=O)cc21 | -1.7 | -1.6 | -27
COc1ccc(C2C(C(=O)NCc3cccnc3)c3cc(OC)c(OC)cc3C(=O)N2C)cc1 (stereo not given) | -0.03 | -0.19 | -6
O=C(CCN1CCCC1)Nc1ccc(Br)cc1 | 0.22 | -0.29 | 3
COC(=O)c1sc2nc(CN3CCOCC3)nc(N3CCOCC3)c2c1C | 0.52 | 0.47 | .
CCOC(=O)CSC1=C(C#N)C(=O)NC(c2ccc(OC)c(OC)c2)S1 (stereo not given) | -0.23 | -0.6 | 0
CCC1CCC2(CC1)NNC(=S)NN2 | -0.25 | -0.67 | -14
CC(=O)N1CCN=C1SCc1ccc(F)cc1 | 0.79 | 0.73 | .
COc1ccc(N(CC(=O)NCc2cccs2)S(=O)(=O)c2c(C)n[nH]c2C)cc1 | 2.4 | 1.5 | .
CC1=NC(=O)C(N=Nc2cccc3ccccc23)N1c1ccccc1 (stereo not given) | . | . | 23
CCOC(=O)N1CCN(C(=O)COc2ccc(S(=O)(=O)NC3CCCCC3)cc2C)CC1 | 0.1 | -0.58 | -69
CCN(Cc1ccccc1)S(=O)(=O)c1ccc2c(c1)NC(=O)CC(=O)N2 | . | . | -18
C=CCOc1c(CNc2ccc(C(=O)O)cc2)cccc1OCC | 0.12 | -0.15 | -24
O=C(NN=C(Cc1ccccc1)Cc1ccccc1)c1ccc(F)cc1 | 0.33 | 0.6 | -17
CC(=O)Nc1ccc(S(=O)(=O)NC2(C(F)(F)F)C(=O)Nc3c2c(=O)[nH]c(=O)n3Cc2ccccc2)cc1 (stereo not given) | 0.9 | -0.08 | 41
COc1ccc(CCNC(=S)Nc2ccc(OC)cc2)cc1 | -0.63 | -0.38 | -21
N#CC(C#N)=C(N)CSc1cccc[n+]1[O-] | . | . | 0
O=C1c2ccccc2-c2nccnc21 | 0.03 | 0.36 | .
COC(=O)c1ccccc1NC(=S)NC(=O)COc1ccc(C(C)C)cc1 | 0 | 0.69 | 22
Cc1cccc(NC(=O)C2CCCN(S(=O)(=O)c3cccc4nonc34)C2)c1 (stereo not given) | . | . | -63
COC(=O)c1ccc(C(C(=O)NCc2ccccc2)N(Cc2cccs2)C(=O)c2cnccn2)cc1 (stereo not given) | -0.2 | 0.25 | 0
Cc1csc(NC(=O)Nc2cccc(Cl)c2)n1 | -0.45 | -0.35 | 0
CCC(C)Sc1nc2ccccc2c(=O)[nH]1 (stereo not given) | -0.04 | 0.94 | ?
SMILES | SDO1 yeast rescue | SDO1 yeast rescue Rescue 24 h | Insulin prom inh
CCC1CCCCN1C(=O)Nc1cccc(NC(=O)N2CCCCC2CC)c1 (stereo not given) | -0.66 | -1.1 | -28
COc1ccc(-c2[nH]c(-c3ccccc3)nc2SCC(=O)NC2CCCC2)cc1 | -0.58 | -0.18 | -12
CC1CCCCN1C(=O)c1ccccc1OC1CCN(S(C)(=O)=O)CC1 (stereo not given) | . | . | 11
Cc1cc(C)n2cc(CSc3nc4ccccc4s3)nc2n1 | -0.02 | 0.12 | 21
Cc1cc(C(=O)N/N=C/c2cccc([N+](=O)[O-])c2)c(C)o1 | -0.62 | -0.37 | -2
N#CC(C(=O)Nc1ccc(Cl)cc1)=C1Nc2ccccc2N1 | -1.8 | -0.28 | -36
Cc1noc(C)c1C(=O)OCC(=O)c1c(N)n(CC(C)C)c(=O)n(C)c1=O | -0.39 | 0.03 | .
O=C(/C=C/c1ccc(Cl)cc1)N1CCN(c2ccccc2[N+](=O)[O-])CC1 | -1.5 | -0.91 | .
O=C(Nc1ccon1)c1ccc(S(=O)(=O)N2CCCCCC2)cc1 | -0.17 | -1 | 31
Cc1ccc(OCC(=O)N(C)CCc2ccccn2)cc1 | 1.6 | 1.8 | .
COc1ccc(-n2c(C)cc(C=O)c2C)cc1Cl | -0.14 | -0.26 | 31
O=C(O)c1ccc(NS(=O)(=O)c2ccc3c(c2)OCCO3)cc1 | -0.84 | 0.94 | .
Cc1ccc(-n2nnc3c(=O)n(CC(=O)OCc4ccccc4)cnc32)cc1 | -0.22 | -0.76 | .
O=C1c2ccccc2C(=O)N1OCc1ccc(Cl)cc1 | 0.77 | 0.47 | .
OC(CNCC(c1ccco1)N1CCCCC1)c1ccccc1 (stereo not given) | 0.04 | 0.03 | 36
O=C(O)C1CCN(C(=O)c2ccco2)CC1 | . | . | -77
Cc1c(C(=O)C(=O)NCC2CCCO2)c2ccccc2n1C (stereo not given) | . | . | 58
Nn1cc(-c2ccccc2)nc1SCC(=O)N1CCN(S(=O)(=O)c2ccccc2)CC1 | -0.46 | -0.46 | -53
Cc1nc2sc(C(c3ccco3)N3CCN(C(c4ccccc4)c4ccccc4)CC3)c(O)n2n1 (stereo not given) | . | . | 20
O=C(Nc1ccc2c(c1)OCCO2)c1ccc2nccnc2c1 | . | . | 54
CCOC(=O)c1c(/N=C/C2C(=O)CCCC2=O)sc2c1CCCC2 | . | . | -50
CCOc1cc(C)c(Cl)cc1S(=O)(=O)NCC1CCCO1 (stereo not given) | 0.92 | 1 | 50
COc1ccc(CN2C(=O)C(O)(CC(=O)c3ccc4c(c3)OCO4)c3ccccc32)cc1OC (stereo not given) | -1.4 | -1.6 | -14
Cc1ccc(C)c(-n2c(SCC(=O)NCC3CCCO3)nnc2-c2ccoc2C)c1 (stereo not given) | 0.72 | 0.71 | -124
CCOc1ccccc1N1CC(C(=O)Nc2nccs2)CC1=O (stereo not given) | 0.49 | 1 | 28
SMILES | SDO1 yeast rescue | SDO1 yeast rescue Rescue 24 h | Insulin prom inh
Cc1cc(NC(=O)CSc2nc3ccccc3c(=O)n2C(C)c2ccccc2)no1 (stereo not given) | -1.6 | -1.2 | 25
FC(F)Sc1nnc(-c2cccs2)n1-c1ccccc1 | -1.5 | -2 | 48
CCOc1ccc(CCNC(=O)C2CCN(c3ccc(N4CCOCC4)nn3)CC2)cc1OCC | 1.6 | 1.5 | .
COc1ccc(CC(=O)Nc2nccs2)cc1OC | 0.74 | 1.1 | -56
Cc1cc(NS(=O)(=O)c2ccc(NC(=O)c3cc4ccccc4o3)cc2)no1 | -0.13 | -0.47 | 57
COc1ccc(/C=C2/SC(=O)N(CCNC(=O)C3CCCN3C(=O)c3cccs3)C2=O)cc1 (stereo not given) | 0.37 | 0.03 | -30
COc1ccc(N2CCn3c2nc2c3c(=O)n(CCc3ccccc3)c(=O)n2C)c(OC)c1 | -0.55 | -0.82 | .
CCN(C(=O)Cc1c(C(=O)O)n(C)c2ccccc12)c1ccc(F)cc1 | . | . | 7
CCC(C)N1C(=O)CN(C2CCCCCC2)C(=O)C1c1ccccc1F (stereo not given) | . | . | -220
CCN(CC)C(=O)CSc1nc2cc(OC)c(OC)cc2c(=O)n1Cc1ccc(Cl)cc1 | -0.71 | 0.28 | 23
Cc1ccc(SCC2CNc3nc4ccccc4c(=O)n32)c(C)c1 (stereo not given) | 2.3 | 4 | 30
COc1cc(C2C(C(C)=O)=C(O)C(=O)N2CCN(C)C)ccc1O (stereo not given) | 0.21 | -0.63 | -14
CC(C)(C)c1ccc(OC(=O)c2ccc3nsnc3c2)cc1 | -0.24 | 0.47 | .
CCOC(=O)CSc1cc(CS(=O)c2ccc(Cl)cc2)nc(-c2ccccc2)n1 (stereo not given) | -0.2 | 0.86 | 13
Cc1ccccc1OCCn1c(=O)oc2ccccc21 | -1.3 | -1 | -22
O=C(NCCc1nnc2ccc(NCc3ccccc3Cl)nn12)c1ccccc1 | . | . | -53
Cc1ccnc(SCC(=O)c2cccc([N+](=O)[O-])c2)n1 | 0.62 | 0.57 | .
C=CCN1C(=O)C(Cc2ccc(F)cc2)S/C1=N/N=C/c1cccs1 (stereo not given) | -0.9 | -0.56 | 49
CN(Cc1ccccc1)Cc1nc2c(c(=O)n(C)c(=O)n2C)n1CCCc1ccccc1 | -1.7 | -0.73 | -444
Cn1c(SCc2nc3ccccc3[nH]2)nnc1-c1ccccn1 | -0.31 | -0.33 | -3
COc1cccc(NC(=O)NCc2ccccc2F)c1 | . | . | 32
Cn1c(N)c(C(=O)COC(=O)c2ncc(Cl)c(Cl)c2Cl)c(=O)n(C)c1=O | . | . | 60
O=C(Cn1ncc2c(=O)oc3ccccc3c21)NCCCN1CCCC1=O | 0.67 | 0.66 | .
CC(C)CCN(C(=O)CNC(=O)c1ccco1)C(C(=O)NC1CCCCC1)c1ccco1 (stereo not given) | -0.46 | -0.88 | -3
COc1cc(/C=N/N=C2\CC3CCC2(C)C3(C)C)ccc1O (stereo not given) | 0.39 | 0.18 | 10

Compounds above containing an aryl thioether with sulfur outside any ring:
SMILES | SDO1 yeast rescue | SDO1 yeast rescue Rescue 24 h | Insulin prom inh
N#CC(C#N)=C(N)CSc1cccc[n+]1[O-] | . | . | 0
CCC(C)Sc1nc2ccccc2c(=O)[nH]1 (stereo not given) | -0.04 | 0.94 | ?
COc1ccc(-c2[nH]c(-c3ccccc3)nc2SCC(=O)NC2CCCC2)cc1 | -0.58 | -0.18 | -12
Cc1cc(C)n2cc(CSc3nc4ccccc4s3)nc2n1 | -0.02 | 0.12 | 21
Nn1cc(-c2ccccc2)nc1SCC(=O)N1CCN(S(=O)(=O)c2ccccc2)CC1 | -0.46 | -0.46 | -53
Cc1ccc(C)c(-n2c(SCC(=O)NCC3CCCO3)nnc2-c2ccoc2C)c1 (stereo not given) | 0.72 | 0.71 | -124
Cc1cc(NC(=O)CSc2nc3ccccc3c(=O)n2C(C)c2ccccc2)no1 (stereo not given) | -1.6 | -1.2 | 25
FC(F)Sc1nnc(-c2cccs2)n1-c1ccccc1 | -1.5 | -2 | 48
CCN(CC)C(=O)CSc1nc2cc(OC)c(OC)cc2c(=O)n1Cc1ccc(Cl)cc1 | -0.71 | 0.28 | 23
Cc1ccc(SCC2CNc3nc4ccccc4c(=O)n32)c(C)c1 (stereo not given) | 2.3 | 4 | 30
CCOC(=O)CSc1cc(CS(=O)c2ccc(Cl)cc2)nc(-c2ccccc2)n1 (stereo not given) | -0.2 | 0.86 | 13
Cc1ccnc(SCC(=O)c2cccc([N+](=O)[O-])c2)n1 | 0.62 | 0.57 | .
Cn1c(SCc2nc3ccccc3[nH]2)nnc1-c1ccccn1 | -0.31 | -0.33 | -3

(cont.)
SMILES | SDO1 yeast rescue | SDO1 yeast rescue Rescue 24 h | Insulin prom inh
O=C(Cn1c(=O)n(Cc2ccco2)c(=O)c2ccccc21)Nc1cccc(Cl)c1 | -0.29 | -0.38 | 20
COc1ccc(N(CC(O)Cn2c(C)nc3ccccc32)S(=O)(=O)c2ccc(C)cc2)cc1 (stereo not given) | 1.4 | 1.2 | -162
O=C(NCCC1=CCCCC1)C(=O)NCC(c1ccco1)N1CCN(c2ccc(F)cc2)CC1 (stereo not given) | -0.16 | 0.64 | 21
CCCCC(=O)Nc1ccc(NC(=O)c2ccc([N+](=O)[O-])cc2Cl)cc1OC | -0.33 | 0.57 | 7
C=CCNC(=O)C(=O)c1c(-c2ccccc2)[nH]c2ccccc12 | 1.8 | 1.9 | 15
COc1ccc(C(=O)NC2CCN(C(=O)Nc3ccccc3Cl)CC2)cc1 | . | . | -47
O=C(N/N=C/c1cc(Br)ccc1O)C(=O)Nc1ccccc1OC(F)(F)C(F)F | 0.05 | 0.77 | 23
Cc1occc1-c1nnc(SCC(=O)N2CCN(c3ccc(F)cc3)CC2)n1C | -0.18 | 0.23 | .
O=C(Nc1ccc(F)cc1)OCCN1CCN(Cc2ccccc2)CCC1=O | -0.18 | 0.12 | 10
COc1ccccc1NC(C)C(=O)N/N=C/c1ccccc1OCc1cccc(Br)c1 (stereo not given) | -0.2 | -0.59 | 43
COc1ccc(-c2c(C#N)c(N)nc3c2CCCCCC3)cc1OC | 0.11 | 0.58 | -19
CC(=O)c1c(C)[nH]c(C(=O)CSc2nnc(C)s2)c1C | . | . | 0
CCc1cccc(NC(=O)CCCCCC2NC(=O)NC2C)c1 (stereo not given) | . | . | 20
COc1ccc(C2=NN(CC(=O)NCc3ccco3)C(=O)CC2)cc1 | 2.5 | 5 | 0
CN(C)c1ccc(NC(=O)COC(=O)CCC(=O)c2ccc(F)cc2)cc1 | 1.5 | 0.56 | 3
Cc1ccc(C)c(NC(=O)CSc2nnc(Cc3cccn3C)n2-c2ccc(F)cc2)c1 | -2.2 | -1.7 | .
CCCCN(C)C(=O)C1CCN(CCCc2ccccc2)CC1 | 0.81 | 1.1 | .
COc1cc(OC)nc(-n2ncc(Br)c(Br)c2=O)n1 | -0.72 | -0.41 | .
CCCCC(=O)Nc1ccc(C(=O)Nc2ccc(S(=O)(=O)Nc3nccc(C)n3)cc2)cc1 | 0.26 | -0.14 | 33
COCCCNC(=O)c1c(N)n(/N=C/c2cccs2)c2nc3ccccc3nc12 | -0.99 | -0.09 | 0
COC(=O)C(O)(NC(=O)NC(C)=O)C(F)(F)F (stereo not given) | 1.2 | 1.6 | 12
COc1ccc(C)cc1NC(=O)c1nnn(Cc2cccc(F)c2)c1N | -1.2 | -0.59 | .
COc1cc(-c2nc(C)c(C(C)=O)n2O)ccc1OCC(=O)Nc1ccc(F)cc1 | . | . | -36

Compounds above that contain a CF3 group:
SMILES | SDO1 yeast rescue | SDO1 yeast rescue Rescue 24 h | Insulin prom inh
CC(=O)Nc1ccc(S(=O)(=O)NC2(C(F)(F)F)C(=O)Nc3c2c(=O)[nH]c(=O)n3Cc2ccccc2)cc1 (stereo not given) | 0.9 | -0.08 | 41
COC(=O)C(O)(NC(=O)NC(C)=O)C(F)(F)F (stereo not given) | 1.2 | 1.6 | 12

Bioassay records from PubChem BioAssay.
